NALP1 inh – blocks the NALP1 inflammasome reconstituted in yeast. S. cerevisiae NALP1/ASC/caspase-1 growth, X-gal OD620, 72 h. AID 2071. 280,000 compounds, 0.61% hits. inhibition, % at 10 µM; in the data active = inhibition mostly above about 24%, no sharp cut-off; inactive = mostly below about 32%; note: some compounds called inactive have numbers as strong as hits
PfM18AAP inh – blocks P. falciparum M18 aspartyl aminopeptidase; inhibition, % at 7.35 µM; AID 1822; recombinant PfM18AAP, H-Glu-NHMec fluorogenic cleavage; 290,000 compounds, 1.2% hits;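 active = inhibition above the campaign mean inhibition over all tested compounds plus 3 SD, cut at about 28% in these data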;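 note: 0% = plate median of test compound wells and 100% = 2 mM ZnCl2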
IDE act – activators of human insulin-degrading enzyme in cells | activation, % at 5.96 µM | 340,000 compounds, 0.073% hits | P14735 | HEK cells, FAbeta-B cleavage, fluorescence polarization; 0% vehicle, 100% cell-free pure enzyme wells;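 active = activation above the mean of all tested compounds plus 3 SD, set per screening campaign, cut at about 17% in these data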
Target sequence (P14735 whole entry, looked up): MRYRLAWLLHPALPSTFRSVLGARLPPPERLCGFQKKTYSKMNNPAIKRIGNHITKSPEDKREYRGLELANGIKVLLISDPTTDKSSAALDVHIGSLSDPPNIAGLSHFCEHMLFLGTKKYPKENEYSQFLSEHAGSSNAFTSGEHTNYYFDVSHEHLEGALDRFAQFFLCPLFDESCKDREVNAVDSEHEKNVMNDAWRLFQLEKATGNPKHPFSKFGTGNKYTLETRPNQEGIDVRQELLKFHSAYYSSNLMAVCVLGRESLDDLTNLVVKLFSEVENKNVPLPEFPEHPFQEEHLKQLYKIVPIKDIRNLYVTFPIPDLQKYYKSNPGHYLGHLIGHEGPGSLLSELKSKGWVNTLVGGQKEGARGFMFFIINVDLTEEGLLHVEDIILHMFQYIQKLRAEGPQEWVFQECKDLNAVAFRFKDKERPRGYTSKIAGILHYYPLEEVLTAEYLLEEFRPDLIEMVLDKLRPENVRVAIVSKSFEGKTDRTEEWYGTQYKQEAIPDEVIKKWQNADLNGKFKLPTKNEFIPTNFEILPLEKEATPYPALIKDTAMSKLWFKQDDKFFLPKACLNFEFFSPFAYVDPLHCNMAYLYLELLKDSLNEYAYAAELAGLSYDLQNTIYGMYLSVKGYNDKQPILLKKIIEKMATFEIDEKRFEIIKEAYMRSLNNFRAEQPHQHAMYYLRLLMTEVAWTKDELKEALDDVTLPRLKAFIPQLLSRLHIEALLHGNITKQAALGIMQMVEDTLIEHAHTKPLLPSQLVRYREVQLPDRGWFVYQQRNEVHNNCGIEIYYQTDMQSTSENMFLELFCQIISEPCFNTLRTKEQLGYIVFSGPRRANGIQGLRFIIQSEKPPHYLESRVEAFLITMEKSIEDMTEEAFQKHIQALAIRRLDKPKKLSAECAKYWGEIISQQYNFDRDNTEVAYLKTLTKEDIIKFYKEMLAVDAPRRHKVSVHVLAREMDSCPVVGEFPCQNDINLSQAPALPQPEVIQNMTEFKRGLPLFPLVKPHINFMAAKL
UBC9 SUMO inh – inhibitors of human SUMOylation (UBC9) | 290,000 compounds, 0.36% hits | inhibition, % at 35 µM | HTRF SUMOylation assay, SAE1/SAE2 + UBC9, in vitro | P63279; in the data active = inhibition above about 50%, passing the limit was not always enough; note: strong numbers were not always called active
IDE cell inh – inhibitors of human insulin-degrading enzyme in cells. inhibition, % at 5.59 µM. P14735. HEK cells, FAbetaB cleavage, fluorescence polarization. 320,000 compounds, 0.41% hits. AID 434962;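 active = percent inhibition above the average of all tested compounds plus 3 SD, set per screening campaign, cut at about 16% in these data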;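 note: IDE supplied by intact live HEK cells; FP after avidin binding of uncleaved biotin substrate so inhibition keeps polarization high; 0% = DMSO wells and 100% = 60 µM reference IDE inhibitor Ii1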
MEKK2 WT-MEK5 – raises or lowers MEK5 binding to wildtype human MEKK2 PB1 domain | Q9Y2U5 | bead flow cytometry, Alexa488-MEK5 binding to MEKK2 WT; actives lie on both sides | binding response (% of control), % at 10 µM | 290,000 compounds, 1.1% hits | AID 1531; in the data active = binding response below about 67% or above about 130%
MEKK3 PB1 HTS – modulators (inhibitors or enhancers) of MEK5 binding to human MEKK3 PB1 domain; bead-based flow cytometry, Alexa488-MEK5 binding to MEKK3; actives lie on both sides; 0 = blocked by unlabeled MEK5, 100 = vehicle; binding response (% of control), % at 10 µM; 290,000 compounds, 1.4% hits;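 active = binding response more than 3 SD above or below the average of its plate-row segment, actives on both sides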;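 note: Alexa488 bead fluorescence after subtracting the streptavidin-only scavenger bead signal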
MEKK2mut PB1 HTS – signal of MEK5 binding to mutant human MEKK2 PB1 domain; bead flow cytometry, Alexa488-MEK5 binding to MEKK2 mutant; percent response, % at 10 µM; 290,000 compounds, 0.35% hits; AID 1530; in the data active = percent response above about 24%, passing the limit was not always enough; note: inactives centre near 1; some results filed as inactive read as strong as hits; reference of the scale not given here
pCIP destab – lowers stability of the mouse p/CIP coactivator protein. F442A p/CIP-EGFP cells, EGFP fluorescence, 16 h. decrease of EGFP signal, % at 10 µM. 290,000 compounds, 0.01% hits. AID 1984;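 active = EGFP signal decrease of at least 30% at 10 µM or well 3 SD below plate mean, unless failing retest; inactive = the rest, including hits failing retest or dose response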; note: some compounds called inactive have numbers as strong as hits; many of its hits are not listed in these tables
* hit, by the source's call; / = no result given; & = joins results of further samples; [ ] = another dose, or the depositor's remark.

SMILES	NALP1 inh	PfM18AAP inh	IDE act	UBC9 SUMO inh	IDE cell inh	MEKK2 WT-MEK5	MEKK3 PB1 HTS	MEKK2mut PB1 HTS	pCIP destab
CCN(C(=O)COC(=O)c1cc(-c2ccc3cc(OC)ccc3c2)nc2ccccc12)C1CCS(=O)(=O)C1 (stereo unspecified)	19	-14	/	14	2	95	98	-2	14
CC(C)C(NC(=O)CN(c1cccc(F)c1)S(C)(=O)=O)C(C)C	1	10	-1	8	0	101	66	-3	-15
CC(C)C(NS(=O)(=O)c1cccc2nsnc12)C(=O)N1CCn2c1nc1ccccc12 (stereo unspecified)	-14	-2	7	5	-1	112	106	6	-2
Cc1[nH]n(-c2ccccc2)c(=O)c1N=Nc1ccc(Cl)cc1	16	1	4	11	1	100	97	3	5
COc1ccc(C(=O)COC(=O)C(CCSC)NC(=O)COc2ccccc2)c(OC)c1 (stereo unspecified)	19	10	3	-17	-2	99	97	1	0
O=C(Oc1ccc(-c2nccc(-c3ccccn3)n2)cc1)c1cccc(C(F)(F)F)c1	0	-10	0	4	-5	103	104	8	-4
COc1ccccc1NC(=O)CC(=O)Nc1ccccc1OC	4	6	5	2	0	100	102	5	2
CC(=O)C1=C(O)C(=O)N(CCc2c[nH]c3ccccc23)C1c1ccc(O)cc1 (stereo unspecified)	-11	26	2	8	-1	103	106	2	-2
c1ccc(-c2nc(N3CCN(c4ccccc4)CC3)nc(-n3ccnc3)n2)cc1	-12	-3	6	-25	-10	102	100	0	-10
O=C(Nc1ccccc1F)c1cccc(C(=O)Nc2ccccc2F)c1	2	0	4	10	-5	108	105	7	-2
CN(C)c1ccc(N=C/C=C2\N(C)c3ccccc3C2(C)C)cc1	17	18	-13	12	-2	/	/	/	-34
Cc1onc(-c2c(F)cccc2Cl)c1C(=O)NCc1ccccn1	-9	4	7	4	0	92	85	-2	-12
COC(=O)[C@@]1(Cc2ccc(OC)cc2)[C@@H]2C(=CC(=O)[C@H]2CC(=O)C(=O)N2CCCC2)CN1C(=O)c1ccccc1	21	1	0	3	4	100	101	1	-4
COc1ccc(CNC(=O)CN(c2ccc(OC)cc2)S(=O)(=O)c2c(C)[nH]c(=O)[nH]c2=O)cc1	-10	-3	-2	16	6	96	97	0	-5
C=CCOn1c(C)c(C(C)=O)c2c3nonc3ccc21	1	-2	6	29	-5	112	93	-3	-7
COc1ccc(CNC(=O)c2cc(-c3ccccc3OC)on2)cc1	-20	1	6	18	3	93	91	0	0
Nc1nnc(Cc2cccc(Br)c2)s1	7	-4	4	15	-5	102	103	0	-7
CC(NC(=O)c1ccco1)C(c1cccs1)N1CCN(c2ccc(F)cc2)CC1 (stereo unspecified)	8	-1	-1	-6	9	101&103	103&107	6&-3	-14
O=C(/C=C/c1ccccc1)OCCCCN=C1NS(=O)(=O)c2ccccc21	-2	-9	6	9	1	103	115	-1	2
c1cncc(-c2nnc(SCc3nc4ccccc4[nH]3)o2)c1	-5	6	-3	1	0	83	76	-11	-7
CC1=[N+]([O-])C(C)(C)C(C)N(O)C1=O (stereo unspecified)	-2	0	4	-3	7	99	98	3	6
CCOc1cccc2c1OC1(C)CC2NC(=O)N1c1cccc(F)c1 (stereo unspecified)	2	-3	-1	-19	2	103	104	2	5
O=C1COc2ccc(C(=O)COC(=O)CNC(=O)c3ccco3)cc2N1	4	-1	5	15	1	88	78	-4	-23
N#CC1=C(N)SC(N)=C(C#N)C1CCC1CCCCC1	-6	32*	/	3	2	97	101	2	-29
CC1=CC=CC2=NC(=O)CC(C)(C(=O)N(CC(=O)NC3CCCC3)Cc3ccc(Cl)cc3)N12 (stereo unspecified)	-7	-6	2	7	8	94	99	-2	1
CC1(C)CC(=O)C(C=NCCN2CCN(C(=S)Nc3ccccc3)CC2)=C(O)C1	-5	-14	-2	-11	4	3.0*[inhibitor]	3.0*[inhibitor]	-14	-4
O=C(Nc1ccc2c(c1)C(=O)OC2)c1ccc(F)cc1F	26	-4	9	12	1	85	85	-25	-5
CCCC(C)NC(=O)CN1C(=O)NC2(CCc3ccccc32)C1=O (stereo unspecified)	4	1	4	-9	0	98	95	-2	-6
CCCNC(=O)Cn1cnc2sc(C(=O)NCCN(CC)CC)c(C)c2c1=O	-2	-8	-2	14	-1	95	97	3	-6
COc1ccc(/C(C)=N/NC(=O)Cc2ccc(Cl)cc2)cc1	5	-1	0	6	2	104	99	1	-6
Cc1ccc(CSc2nnc(C(F)(F)F)n2Cc2ccc(F)cc2)cc1	-5	-2	2	9	-3	109	107	5	-2
COc1ccc(OCCC(=O)OCc2c(C)noc2C)cc1	12	-13	8	19	-6	111	107	9	4
CC1CCC(NC(=O)c2cc(S(=O)(=O)N3CCCCC3)c[nH]2)CC1 (stereo unspecified)	17	1	9	-1	5	101	103	5	-5
Clc1ccccc1-c1nnc(CNC2CC2)o1	22	-8	0	6	1	99	106	-5	11
CC(C)CN=Cc1c(O)c([N+](=O)[O-])cc2oc3c(c12)CCCC3	50*	15	-6	20	5	95	101	8	-15
O=C(CC(C(=O)N1CCc2ccccc21)n1ccnc1)NCc1cccnc1 (stereo unspecified)	-78	1	3	12	6	105	106	3	-6
Cc1ccc(NC(=O)CC(N)=S)cc1	/	4	-4	29	1	98	100	-3	-7
CC(C)OC(=O)c1cccnc1N1CCN(c2ccc(F)cc2)CC1	15	-7	-2	-7	10	90	92	-8	1
Cc1nc(CNS(=O)(=O)c2cc([N+](=O)[O-])ccc2C)cs1	-6	-1	4	1	3	102	101	6	1
Cc1ccc(C(=O)c2ccc(O)cc2)cc1C	5	-12	2	1	6	117	111	3	-5
NC(=S)N/N=C/c1ccccc1O	-7	24	2	17	-1	101	97	-1	-1
CCC/C=N/NC(=O)c1ccc(F)cc1	8	-3	8	-3	1	85	87	-9	6
O=C(C1=C[C@H](c2coc3ccccc3c2=O)C[C@H](OCc2ccc(CO)cc2)O1)N1CCN(Cc2ccccc2)CC1	19	2	0	6	18*	95	97	7	-3
O=C(COC(=O)Cc1ccsc1)NCc1ccc(Cl)cc1	18	2	4	-8	-3	105	116	1	1
COC(=O)C(Cc1ccccc1)NC(=O)CSc1nc(C)cc(=O)[nH]1 (stereo unspecified)	13	4	6	-2	-1	107	105	7	-2
CCOCCCNC(=O)c1ccc(N(C)S(=O)(=O)c2ccc(OC)cc2)cc1	42	6	0	12	-2	101	98	4	-15
CC1=C(C(=O)OC2CCC(C)CC2)C(c2ccc(O)c([N+](=O)[O-])c2)NC(=O)N1 (stereo unspecified)	3	3	2	2	1	110	106	6	-6
Cn1c(=O)c(/C=C/c2ccccc2)nc2ccccc21	38	-3	12	3	2	86	122	-2	-20
Cn1c(Cn2c(=O)sc3ccccc32)nnc1SCC(=O)NCc1ccc2c(c1)OCO2	3	-6	2	-8	4	/	/	/	1
OCCCN=c1cc(-c2ccccc2)oc2ccc(Cl)cc12	46	6	3	6	1	102	95	0	0
O=C(NCC1CCCO1)c1ccc(NC(=O)c2cccc(Br)c2)cc1 (stereo unspecified)	2	-10	-10	7	6	109	105	7	14
Cn1c(=O)c2cc(S(=O)(=O)NC(Cc3ccccc3)C(=O)NCC3CCCO3)ccc2n(C)c1=O (stereo unspecified)	11	1	2	2	-1	123	138*	4	2
COc1cc(C(=O)NCC(c2ccccc2)N(C)C)ccc1OCC(=O)N1CCOCC1 (stereo unspecified)	-3	2	3	10	-9	90	77	-4	-29
COc1ccccc1CNC(=O)CCNS(=O)(=O)c1cc(Br)cnc1N	11	-12	5	/	0	104	102	10	-14
CSc1n[nH]c(NCc2cccs2)n1	7	-10	1	2	7	103	104	3	4
O=C(CS(=O)(=O)Cc1ccccc1)N1CCN(c2ccccc2F)CC1	17	-1	2	22	-1	96	102	-3	1
CC(=O)c1ccc(COC(=O)c2ccccc2NC(=O)C(C)C)cc1	9	8	/	-6	6	99	102	-1	-21
CC(=O)/C(C#N)=C1\NC(=O)C(Cc2ccccc2Cl)S1 (stereo unspecified)	-2	23	-3	5	10	99	103	-3	-14
O=C(Nc1ccc2c(c1)OCO2)c1cnn2c1NC(c1ccco1)CC2C(F)(F)F (stereo unspecified)	-3	2	5	7	6	98	101	-3	-27
COc1cccc(C2CC(=O)Nc3cc(OC)c(OC)cc32)c1 (stereo unspecified)	4	3	-1	-10	/	106	104	6	5

7 structures out of the list, sorted by number of heavy atoms, ascending:
SMILES	NALP1 inh	PfM18AAP inh	IDE act	UBC9 SUMO inh	IDE cell inh	MEKK2 WT-MEK5	MEKK3 PB1 HTS	MEKK2mut PB1 HTS	pCIP destab
CSc1n[nH]c(NCc2cccs2)n1	7	-10	1	2	7	103	104	3	4
OCCCN=c1cc(-c2ccccc2)oc2ccc(Cl)cc12	46	6	3	6	1	102	95	0	0
O=C(NCC1CCCO1)c1ccc(NC(=O)c2cccc(Br)c2)cc1 (stereo unspecified)	2	-10	-10	7	6	109	105	7	14
O=C(CS(=O)(=O)Cc1ccccc1)N1CCN(c2ccccc2F)CC1	17	-1	2	22	-1	96	102	-3	1
CC1=C(C(=O)OC2CCC(C)CC2)C(c2ccc(O)c([N+](=O)[O-])c2)NC(=O)N1 (stereo unspecified)	3	3	2	2	1	110	106	6	-6
COc1cc(C(=O)NCC(c2ccccc2)N(C)C)ccc1OCC(=O)N1CCOCC1 (stereo unspecified)	-3	2	3	10	-9	90	77	-4	-29
Cn1c(=O)c2cc(S(=O)(=O)NC(Cc3ccccc3)C(=O)NCC3CCCO3)ccc2n(C)c1=O (stereo unspecified)	11	1	2	2	-1	123	138*	4	2

Later entries.
SMILES	NALP1 inh	PfM18AAP inh	IDE act	UBC9 SUMO inh	IDE cell inh	MEKK2 WT-MEK5	MEKK3 PB1 HTS	MEKK2mut PB1 HTS	pCIP destab
CC(C)CCOc1ccc(C(=O)O)cc1	20	11	4	19	5	103	100	5	-7
CC(C)C(C)NC(=O)CN1C(=O)NC(c2ccccc2)(c2ccccc2)C1=O (stereo unspecified)	4	-6	1	-14	10	92	95	-1	-7
O=C(NC(=S)NCc1ccncc1)c1ccccc1	12	-1	5	13	0	93	87	-4	-12
COc1ccccc1/C=N/Nc1nncc2ccccc12	32	-1	3	-5	-3	94	97	4	0
CSc1cccc(NC(N)=S)c1	-15	1	2	9	1	102	105	2	-9
Cc1ccc(S(=O)(=O)Oc2ccc(/C=N/NC(=O)c3nn(C)cc3[N+](=O)[O-])cc2)cc1	28	-3	4	-14	1	112	97	8	-2
CCOC(=O)N1CCN(C(=O)C2CCN(S(=O)(=O)c3ccc(NC(C)=O)cc3)CC2)CC1	26	-8	-1	9	1	104	98	2	-4
O=C1Oc2ccccc2C2(O)C3CCCCCC3C12 (stereo unspecified)	9	4	0	-5	4	104	105	7	-2
O=C(NNC(=O)c1ccccc1[N+](=O)[O-])c1cnccn1	32	-7	3	2	-3	100	103	0	-8
CN1CCC(N(C)C(=O)CNC(=O)c2ccc(C(C)(C)C)cc2)CC1	15	7	4	22	-7	104	99	-1	-3
COc1ccc(CN2C(=O)NC3(CCOc4ccccc43)C2=O)cc1F (stereo unspecified)	11	4	3	-5	-1	108	107	29	-9
Cc1ccnc2nc(C(=O)OCCOc3ccc(Cl)cc3)nn12	-12	-3	2	-21	0	99	108	-3	4
CCOC(=O)c1sc(NC(=O)CSc2nnc(C)s2)c(C(=O)OCC)c1C	35	-2	3	9	-2	92	90	-6	-7

Screens as filed in PubChem.

Some of the compounds tested (hit frequency here may not be typical).
